VEEV TC-83 Vero: inhibitors of VEEV TC-83 cytopathic effect, confirmation, Vero cells (AID 588727); Vero cells, VEEV TC-83 cytopathic effect inhibition; higher % means a stronger effect; inhibition, % at 20 µM, or IC50 in µM where a hit was titrated; 350,000 compounds, 0.13% hits; in the data active means a potency from the dose series; inconclusive means inhibition mostly from about 14% at the one dose, without a potency; inactive means the rest, 99 in 100 with inhibition below about 12%; further: strong numbers were not always called active
H1N1 NS1A inhibition: NS1A inhibition, H1N1 influenza, cell based functional assay (AID 504329) | NS1A functional cell-based assay, percent inhibition; higher % means a stronger effect | inhibition, % at 12.5 µM, or IC50 in µM where a hit was titrated | 340,000 compounds, 0.3% hits; in the data active means a potency from the dose series; inconclusive means inhibition above about 27% without an active follow-up result; further: strong numbers were not always called active
M. tuberculosis: growth inhibition of non-replicating M. tuberculosis (AID 488890) | Mycobacterium tuberculosis non-replicating, growth inhibition; higher % means a stronger effect | inhibition, % at 25 µM; hits with a dose series show IC50 in µM | 320,000 compounds, 0.39% hits; in the data active means a potency from the dose series; inconclusive means inhibition mostly from about 82% at the one dose, without a potency; inactive means the rest, 99 in 100 with inhibition below about 76%;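 further: plate controls were DMSO cells for no effect and high antibiotic wells for full effect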
PhoP GFP inhibition: Inhibition of PhoP regulon, Salmonella typhi GFP reporter cells, confirmation, 4 h (AID 1850). 310,000 compounds, 0.33% hits. inhibition, % at 50 µM, or IC50 in µM where a hit was titrated. Salmonella Typhi PhoP-promoter GFP reporter, fluorescence, 4 h; higher % means a stronger effect; in the data active means a potency from the dose series; inconclusive means inhibition mostly from about 25% at the one dose, without a potency; inactive means the rest, 99 in 100 with inhibition below about 19%;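 further: 0% = induced wells with vehicle and 100% = uninduced wells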
M. tuberculosis HTS: M. tuberculosis growth inhibition, HTS (AID 449762); inhibition, % at 25 µM, or IC50 in µM where a hit was titrated; M. tuberculosis H37Rv growth inhibition, 7H9 media; higher % means a stronger effect; 330,000 compounds, 0.59% hits; in the data active means a potency from the dose series; inconclusive means inhibition above about 70% without an active follow-up result;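 further: bacterial growth assessed after seven days of incubation; strong numbers were not always called active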
VEEV TC-83 Vero 10K pilot screen: also measured in VEEV TC-83 Vero; calls as there; inhibition, %; measured here: 10K pilot screen inhibition
* marks the source's active call; other numbers are inactive results; i = inactive; ? = inconclusive; / = no result given.

SMILES	VEEV TC-83 Vero	H1N1 NS1A inhibition	M. tuberculosis	PhoP GFP inhibition	M. tuberculosis HTS	others
CON(C)C(=O)CCN(Cc1ccccc1)C(=O)OC(C)(C)C	i	-3%	4%	/	-1%
CC(=O)Nc1ccc(NC(=O)Cc2ccc(-c3ccccc3)cc2)cc1	1.9%	8%	29%	-5%	1%
Cc1ccccc1Cn1cnc2c(oc3ccccc32)c1=O	i	2%	-15%	-8%	11%
Cc1ccc(C(=O)OC/C(O)=C(\C#N)c2nc3ccccc3[nH]2)cc1S(=O)(=O)N1CCOCC1	9.0%	2%	-14%	10%	-6%
Clc1ccccc1CSC1=NCCCN1	3.6%	1%	-17%	2%	0%
O=C(COC(=O)c1ccccc1Nc1ccccc1F)c1ccccc1	1.8%	-5%	?	3%	-2%
CCOc1ccc(NC(=O)COc2ccc(C(=O)NC3CCCc4ccccc43)cc2OC)cc1 (stereo unspecified)	i	-9%	1%	-20%	-1%
Cc1noc(C)c1C(=O)Nc1nc2ccc(Cl)cc2s1	0.4%	0%	?	-5%	?
COc1ccc(C(=O)C2CCCN(Cc3cnc(N4CCCC4)s3)C2)cc1OC (stereo unspecified)	1.2%	-8%	14%	-9%	-1%
Cc1cc(C)n2nc(SCC(=O)NC3CCCC(C)C3C)nc2n1 (stereo unspecified)	i	-9%	-3%	-10%	0%
Cc1cc(N2CCN(C)CC2)nc2ccc(NC(=O)CCC(=O)N3CCN(c4ccc([N+](=O)[O-])cc4)CC3)cc12	1.4%	16%	16%	-5%	6%
Cc1cc(C(=O)NN=C(CCC(=O)O)c2cccs2)c(C)o1	2.1%	-7%	14%	/	8%
O=C(C[n+]1ccccc1)Nc1ccc(Oc2ccccc2)cc1	1.9%	-4%	10%	-1%	-1%
CCN(CC(=O)Nc1ccc(C(=O)Nc2ccc(OC)cc2)cc1)Cc1nc2ccccc2c(=O)[nH]1	13%	20%	37%	-19%	-8%
CCCCc1ccc(NC(=O)Nc2cc(C)nn2C)cc1	2.9%	3%	57%	-2%	?
Cc1ccc(C)c(NC(=O)c2cc(S(=O)(=O)N3CCCCC3)c[nH]2)c1	2.8%	-6%	15%	/	1%
CCc1ccc(C(=O)Nc2cc(S(=O)(=O)N3CCOCC3)ccc2N2CCOCC2)cc1	6.8%	-6%	14%	/	2%
CCCC(=O)N(Cc1cc(=O)[nH]c2ccccc12)c1ccc(C)cc1	1.9%	-21%	34%	11%	6%
COc1ccc(C(=O)OCC(=O)Nc2cc(S(=O)(=O)N3CCOCC3)ccc2N2CCCC2)cc1	i	-2%	23%	-1%	1%
COc1ccc(NC(=O)CSc2nnc3ccc(-c4cccnc4)nn23)c(OC)c1	4.4%	-2%	-13%	-4%	-4%

Ordered by length of the SMILES (lowest first): part of the list above
SMILES	VEEV TC-83 Vero	H1N1 NS1A inhibition	M. tuberculosis	PhoP GFP inhibition	M. tuberculosis HTS	others
Cc1cc(C(=O)NN=C(CCC(=O)O)c2cccs2)c(C)o1	2.1%	-7%	14%	/	8%
CCCC(=O)N(Cc1cc(=O)[nH]c2ccccc12)c1ccc(C)cc1	1.9%	-21%	34%	11%	6%
COc1ccc(NC(=O)CSc2nnc3ccc(-c4cccnc4)nn23)c(OC)c1	4.4%	-2%	-13%	-4%	-4%
CCc1ccc(C(=O)Nc2cc(S(=O)(=O)N3CCOCC3)ccc2N2CCOCC2)cc1	6.8%	-6%	14%	/	2%
CCN(CC(=O)Nc1ccc(C(=O)Nc2ccc(OC)cc2)cc1)Cc1nc2ccccc2c(=O)[nH]1	13%	20%	37%	-19%	-8%
Cc1cc(N2CCN(C)CC2)nc2ccc(NC(=O)CCC(=O)N3CCN(c4ccc([N+](=O)[O-])cc4)CC3)cc12	1.4%	16%	16%	-5%	6%

(listing goes on)
SMILES	VEEV TC-83 Vero	H1N1 NS1A inhibition	M. tuberculosis	PhoP GFP inhibition	M. tuberculosis HTS	others
CC(=O)Nc1ccc(S(=O)(=O)Nc2ccc(N3CCOCC3)cc2)cc1	1.4%	-12%	-8%	5%	1%
COc1ccccc1C(=O)NC(=S)/C=C1/N(C)c2ccccc2C1(C)C	8.7%	23%	70%	-2%	34µM*
COc1ccc(N(C(=O)c2ccc(Br)o2)C2C=CS(=O)(=O)C2)cc1 (stereo unspecified)	0.9%	-7%	3%	-4%	3%
CCCC1OC(c2cc3c(cc2Cl)OCO3)OCC1CC (stereo unspecified)	2.4%	2%	/	/	/
Cc1nn(-c2ccccn2)c(N)c1N=O	3.9%	-14%	70%	-23%	1%
O=C(NCC(c1cccs1)N1CCOCC1)C1CCN(S(=O)(=O)c2cccc(C(F)(F)F)c2)CC1 (stereo unspecified)	1.0%	-2%	0%	8%	3%
OCCC1CN(Cc2ccccc2-c2ccco2)CCN1Cc1ccccc1 (stereo unspecified)	8.6%	11%	42%	6%	5%
COc1ccc(CCNC(=O)c2cc(S(=O)(=O)N(C)c3ccccc3)ccc2Cl)cc1	0.4%	1%	5%	-12%	5%
Cc1ccc(NCc2ccccc2O)c(C)c1	0.9%	2%	-3%	-5%	2%
CCCN(C1CCS(=O)(=O)C1)S(=O)(=O)c1cc(OC)ccc1OC (stereo unspecified)	1.1%	11%	-5%	/	-1%
Cc1nnc(SCC(=O)Nc2nccs2)s1	2.4%	-2%	5%	/	-5%
CCN=C1SC(C(N)=O)CC(=O)N1CC (stereo unspecified)	2.3%	-5%	-11%	5%	2%
CN(CCc1cnn(C)c1)C(=O)C1CCC(=O)N(CC2CCCCC2)C1 (stereo unspecified)	0.1%	20%	-3%	-5%	-5%
CCOc1ccc(C(C(=O)NCC2CCCO2)N(Cc2cccnc2)C(=O)c2snc(C(N)=O)c2N)cc1 (stereo unspecified)	0.0%	-2%	/	/	/
N#CCC(=O)Nn1c(=S)[nH]c2ccccc2c1=O	1.0%	-4%	-4%	-5%	0%
CN1CC2([N+](=O)[O-])CC=C(Cl)C([N+](=O)[O-])(C1)C2 (stereo unspecified)	i	-6%	-2%	-6%	1%
CC(NC(=O)C1CC1)c1ccc(-c2ccccc2)cc1 (stereo unspecified)	1.1%	0%	25%	-3%	-2%
CCOC(=O)C1=C(C)Nc2ncnn2C1c1cc(Br)ccc1F (stereo unspecified)	3.9%	-10%	15%	0%	-7%
CCOP(=O)(OCC)C(NC(=O)Nc1ccc(Cl)cc1)C(N)=O (stereo unspecified)	0.3%	-4%	25%	0%	6%
Cc1ccc(-c2cc(C(F)F)nc3sc4c(=O)[nH]cnc4c23)cc1	1.7%	-7%	0%	/	-1%
CCc1ccccc1NC(=O)CCS(=O)(=O)c1ccc2c(c1)CCCN2C(C)=O	0.4%	5%	8%	-25%	2%
Brc1cc2c(cc1Br)OCCOCCOCCOCCO2	1.6%	-4%	-1%	7%	-3%
Cc1cccc(N2C(=O)CN(Cc3cccs3)C2=S)c1	4.7%	4%	0%	1%	?
O=C(Cn1cc(F)c(=O)[nH]c1=O)NCCO	0.0%	3%	38%	3%	5%
O=C(NCC1CCCN(C(=O)c2cccnc2)C1)c1ccc(-c2ccccc2)cc1 (stereo unspecified)	i	-1%	/	4%	-4%
COCCNC(=O)/C(C#N)=C/c1ccc(SC)cc1	0.9%	/	-3%	6%	28%
O=C(Nc1cnccn1)c1cccc(C(F)(F)F)c1	1.9%	0%	16%	3%	5%
CC(C)C(=O)Nc1cccc(S(=O)(=O)c2cccc(NC(=O)C(C)C)c2)c1	i	-5%	5%	6%	4%
COc1ccccc1CNC(=O)COC(=O)c1ccco1	i	-3%	18%	/	6%
Cc1cccc(OCC(=O)Nc2ccccc2N2CCCCC2)c1	i	-2%	21%	1%	8%
COc1ccccc1NS(=O)(=O)c1cccc(C(=O)N/N=C/c2ccccc2OCC(=O)O)c1	1.3%	5%	22%	7%	-4%
COc1ccc(N2C(=O)N3[C@H](c4ccc(Br)cc4)[C@@H]4C(=O)N(C(C)(C)C)C(=O)[C@@H]4[C@]3(Cc3ccccc3)C2=O)cc1	i	5%	55%	-8%	-7%	VEEV TC-83 Vero 10K pilot screen=0.1
CC1=NOC(=O)/C1=C\c1ccc(-c2ccccc2Br)o1	?	4%	/	/	/
Cc1nn(C)c(C)c1C1C(C#N)=C(N)OC2=C1C(=O)CCC2 (stereo unspecified)	1.4%	-1%	-13%	-1%	0%
COc1ccc(NC(=O)c2ccc(NC3=NC4CS(=O)(=O)CC4S3)cc2)cc1 (stereo unspecified)	i	-3%	-21%	-3%	4%
O=C(NCCc1ccc(Cl)cc1)C(=O)Nc1cc2c3c(c1)CC(=O)N3CCC2	4.5%	-14%	-3%	1%	27%
COc1ccc(NC(=O)Nc2ccon2)c(OC)c1	2.4%	4%	-10%	-4%	8%
COc1ccc(CCNC(=O)c2cc(=O)[nH]c3ccc(Br)cc23)cc1OC	2.0%	-3%	4%	2%	1%
Cc1ccc(-c2noc(CN(C(=O)C34CC5CC(CC(C5)C3)C4)C(C)C)n2)cc1	i	3%	-10%	-2%	-3%
Cc1nc2c3ccccc3n(CCN3CCCCC3)c2s1	/	/	-2%	9%	2%
CCc1nnc(SCC(=O)Nc2ccccc2)nc1CC	0.3%	-3%	22%	1%	-2%
COc1ccc(C(OCC2CO2)c2ccc(OC)cc2)cc1 (stereo unspecified)	/	/	36%	5%	-17%
COc1cccc(/C=C/C(=O)N2CCN(c3ccccn3)CC2)c1	3.6%	18%	8%	1%	-3%
C[C@@H]1C(c2ccc(F)cc2)=NN(c2ccc(Br)cc2)[C@H]1C(=O)N1CCOC1=O	1.9%	-33%	/	/	/
CCC(C(=O)c1ccc2ncccc2c1)c1ccccc1 (stereo unspecified)	0.7%	5%	66%	7%	2%
CC(=O)c1cccc(NC(=O)c2ccc(N(Cc3ccccc3)S(C)(=O)=O)cc2)c1	4.2%	0%	-2%	3%	1%
Cc1ccc(NC(=O)c2ccc(S(=O)(=O)N3CCCCC3)cc2)nc1	1.2%	-4%	15%	/	-8%
COc1cccc(N(C(=O)CNC(=O)c2ccco2)C(C(=O)NC2CCCC2)c2ccncc2)c1 (stereo unspecified)	i	7%	2%	-1%	0%
Cc1ccc(Cn2cccc2C2=NC(C)CO2)cc1 (stereo unspecified)	3.8%	4%	-1%	-4%	-2%
CN(CCCN1CCOCC1)C(=O)c1cc(COc2c(F)cccc2F)on1	2.4%	11%	9%	-10%	1%

Further structures follow.
SMILES	VEEV TC-83 Vero	H1N1 NS1A inhibition	M. tuberculosis	PhoP GFP inhibition	M. tuberculosis HTS	others
CCn1c(SCC(N)=O)nnc1-c1ccc2[nH]c(C)c(C)c2c1	6.4%	-3%	3%	-9%	10%
CN(C)c1ccc(NC2=C(Cl)C(=O)c3ccccc3C2=O)cc1	2.8%	7.4µM*	?	0%	15%
Cc1[nH]nc(Nc2ccccc2)c1[N+](=O)[O-]	8.2%	5%	-5%	4%	-4%
CC1(c2ccccc2)NC(=S)N2C1NC(=S)N2c1ccccc1 (stereo unspecified)	i	4%	-6%	7%	4%
CC(C)[C@H](NC(=O)N1c2ccccc2NC(=O)[C@@H]1C(C)C)C(=O)N[C@H](C(=O)O)c1ccccc1	0.0%	8%	-2%	-10%	3%
CCOC(=O)c1cc(NC(=O)COc2ccc([N+](=O)[O-])cc2)cc(C(=O)OCC)c1	1.4%	-3%	2%	-11%	10%
COc1ccccc1-c1c(C)c(C)nc(N)c1C#N	5.9%	-5%	5%	3%	-13%
COCCN(CC(=O)Nc1cccc(C)c1C)C(=O)Cc1cccs1	1.0%	-7%	9%	/	1%
CCCNCc1cc(OC)c(OCc2ccccc2)cc1Br	1.8%	-9%	26%	-2%	0%
Cc1nn(Cc2ccccc2Cl)c(Cl)c1/C=C/C(=O)OCC(=O)NC(N)=O	3.5%	-9%	-12%	4%	5%
O=C(c1ccccc1)N1CC(COc2ccccc2)OC(c2cccnc2)O1 (stereo unspecified)	3.1%	1%	-5%	13%	-8%
O=C(NCc1ccccn1)Nc1ccc(Br)cc1	2.0%	-11%	-10%	-2%	-11%
CSc1ccc(Cl)c(C(=O)OCC(=O)N2CCNC2=O)c1	0.9%	-11%	39%	/	57%
C=CCn1c(COc2cccc(C)c2)nnc1SCC(=O)c1c(N)n(C)c(=O)n(C)c1=O	6.7%	-9%	/	/	/
O=C(NCCc1ccncc1)Nc1ccccc1	i	-4%	-19%	12%	-3%
O=S(=O)(c1ccccc1Br)N1CCN(c2ncccn2)CC1	1.3%	7%	22%	5%	6%
CS(=O)(=O)N(CC(=O)NCCSCc1cccc(Cl)c1)c1ccc2c(c1)OCO2	1.6%	4%	-2%	4%	-7%

Screens as filed in PubChem BioAssay.
